# Bioassay records (PubChem BioAssay)
# KDM5B inh: blocks human KDM5B histone demethylase activity; Q9UGL1; Potency, µM (titrated, usually from 57.7 µM), inactives show at the top dose activity change, negative = inhibition, usual class: inhibitors; KDM5B demethylase, FDH-coupled NADH fluorescence (FDH is formaldehyde dehydrogenase); 220,000 compounds, 2.6% hits; active = well fitted inhibition curve with a large enough effect; inconclusive = small, poorly fitted or top-dose-only effect; inactive = no such curve, though single readings can be large or run the other way; also: 0% is about no effect; nearly all actives have a fitted effect of over 70% in size
# Target sequence (Q9UGL1 whole entry, looked up): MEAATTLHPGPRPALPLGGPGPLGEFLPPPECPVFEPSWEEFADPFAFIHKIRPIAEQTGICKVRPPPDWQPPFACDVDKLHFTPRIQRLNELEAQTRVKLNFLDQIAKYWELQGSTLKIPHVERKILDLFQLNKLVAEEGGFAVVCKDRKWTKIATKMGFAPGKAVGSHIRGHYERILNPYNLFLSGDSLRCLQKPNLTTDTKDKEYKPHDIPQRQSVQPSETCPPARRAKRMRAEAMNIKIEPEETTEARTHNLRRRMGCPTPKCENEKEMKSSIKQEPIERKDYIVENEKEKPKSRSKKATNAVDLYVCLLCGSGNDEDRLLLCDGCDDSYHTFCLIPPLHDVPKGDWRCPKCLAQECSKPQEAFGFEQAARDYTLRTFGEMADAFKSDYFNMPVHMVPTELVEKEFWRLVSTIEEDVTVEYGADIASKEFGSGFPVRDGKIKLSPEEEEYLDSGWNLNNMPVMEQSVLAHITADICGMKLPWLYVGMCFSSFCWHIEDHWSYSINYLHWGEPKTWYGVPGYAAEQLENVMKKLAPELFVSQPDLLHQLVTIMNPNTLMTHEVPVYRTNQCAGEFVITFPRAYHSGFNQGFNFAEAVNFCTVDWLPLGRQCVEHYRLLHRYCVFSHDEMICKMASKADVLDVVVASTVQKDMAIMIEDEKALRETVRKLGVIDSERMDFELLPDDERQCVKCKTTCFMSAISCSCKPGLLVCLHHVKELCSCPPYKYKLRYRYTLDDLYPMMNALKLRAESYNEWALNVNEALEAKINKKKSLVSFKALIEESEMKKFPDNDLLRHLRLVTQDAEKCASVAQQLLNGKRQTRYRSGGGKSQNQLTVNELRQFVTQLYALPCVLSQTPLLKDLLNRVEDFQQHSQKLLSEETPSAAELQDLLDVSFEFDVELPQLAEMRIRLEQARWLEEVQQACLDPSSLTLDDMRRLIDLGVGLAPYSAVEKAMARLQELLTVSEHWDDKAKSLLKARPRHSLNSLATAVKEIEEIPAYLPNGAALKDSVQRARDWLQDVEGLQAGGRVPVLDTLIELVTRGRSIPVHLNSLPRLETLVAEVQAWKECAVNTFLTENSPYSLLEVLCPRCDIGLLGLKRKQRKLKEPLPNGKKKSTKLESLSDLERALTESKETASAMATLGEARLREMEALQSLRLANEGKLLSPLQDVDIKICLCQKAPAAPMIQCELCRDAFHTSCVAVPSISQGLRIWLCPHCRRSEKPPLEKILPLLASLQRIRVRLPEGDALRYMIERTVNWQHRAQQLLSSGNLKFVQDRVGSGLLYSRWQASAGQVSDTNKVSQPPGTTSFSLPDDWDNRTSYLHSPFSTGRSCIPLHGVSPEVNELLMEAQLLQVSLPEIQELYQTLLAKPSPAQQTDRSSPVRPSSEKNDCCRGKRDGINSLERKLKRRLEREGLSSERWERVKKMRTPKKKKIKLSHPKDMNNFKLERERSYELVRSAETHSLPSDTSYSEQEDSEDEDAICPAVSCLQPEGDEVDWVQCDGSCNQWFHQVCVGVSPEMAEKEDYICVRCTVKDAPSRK
#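 Inhibition is measured as reduced NADH fluorescence generation from FDH coupling to formaldehyde release. Truncated KDM5BΔAP at 200 nM final acts on H3K4me3 peptide (12.5 µM in substrate mix) in pH 7.5 HEPES buffer with Tween-20, 30 min, room temperature.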
# Starred values were filed as active, the others as inactive; ? = inconclusive; & = joins results of further samples; [ ] = remark or other dose. Potency is read from the fitted curve at half-maximal effect. A portion of the library. The share of hits here may be higher or lower than overall.
KDM5B inh | Structure
? | COC(=O)COc1cccc2c(=O)n(CC(=O)N3CCC(C)CC3)ccc12
-2% | Cc1ccc(-c2nnc(C3CN(C(=O)c4ccn[nH]4)CC34CCOCC4)o2)cc1 (stereo unspecified)
7% | c1ccc(-c2nc3c(c(NCC4OCCc5ccccc54)n2)CCNCC3)nc1 (stereo unspecified)
? | COc1cc(C2Nc3ccccc3-c3nnc(SCc4ccc(C)cc4)nc3O2)cc(OC)c1O (stereo unspecified)
-24% | Cc1ccc(C2Cn3cnc(C(=O)N4CCC(C(=O)NCCC5=CCCCC5)CC4)c3CO2)cc1 (stereo unspecified)
14% | CCCOc1ccc(NC(=O)c2n[nH]c(=O)c3ccccc23)cc1OCCC
? | CCCOc1nc2ccccc2nc1N1CCC(C(=O)Nc2cccc(F)c2)CC1
-18% | COc1ccccc1NC(=O)CSC1=Nc2ccccc2C2=NC(CCC(=O)NCc3cccs3)C(=O)N12 (stereo unspecified)
-10%[86.2 µM] | Cc1cccc(CN2C[C@@H](F)[C@@H](OCc3nc4ccccc4n3C)C2)n1
10% | COc1cc(NC(=O)CSc2nc3c(=O)[nH]cnc3n2-c2ccc(C)cc2)cc(OC)c1
-10% | COc1ccc(Cc2c(C)nn(-c3nc(CC(=O)Nc4ccccc4)cs3)c2C)cc1
-3% | O=C1NCCC[C@@H]1NC(=O)[C@H]1CN(C(=O)c2cccc(F)c2)CCN1C(=O)c1cccnc1
-5% | COc1ccccc1NC(=O)c1c(NC(=O)Cc2ccccc2)sc2c1CCC(C(C)(C)C)C2 (stereo unspecified)
-4% | O=C1NCCCCCN(Cc2cccnc2)[C@@H]2CN(S(=O)(=O)c3ccccc3)CC[C@@H]12
11% | Cc1cccc(OCC(=O)N2CC(C(=O)NCCc3ccncc3)C3(CCOCC3)C2)c1 (stereo unspecified)
-19% | O=[N+]([O-])c1ccc(C(c2ccccc2)c2cccc3ccccc23)cc1 (stereo unspecified)
-13% | COc1cc(CC(=O)NC2CCc3ccccc32)ccc1C (stereo unspecified)
-9% | Cc1ccc(CN(C)C(=O)c2ccc3ncsc3c2)o1
-8% | CN(Cc1ccccc1)C(=O)C1CCN(c2ncncn2)CC1
34%[activator] | CC(C)NC(=O)CSc1ccc2c(c1)OCCO2
-16% | Cc1cccc(NC(CNS(=O)(=O)c2ccc(Cl)cc2)c2ccccc2)c1 (stereo unspecified)
7% | O=C(Nc1cccc(-c2nc3cc(Cl)ccc3o2)c1)C(F)(F)F
-2% | COc1ccc(CN2C(=O)COC[C@@H]2[C@H](O)c2ccc(NC(=O)Cc3ccccc3)cc2)cc1
21%&-50% | COc1cc(C(=O)OCc2cc(=O)n3nc(C4CCCCC4)sc3n2)cc(OC)c1OC
-25% | COC(=O)C1=C(C)N=C2SC=C(CC(=O)N(C)Cc3ccco3)N2C1c1cccc(Cl)c1 (stereo unspecified)
? | COc1ccc2c(C)c(CCC(=O)Nc3cc(C)cc(C)c3)c(=O)oc2c1
23% | CCCCC(CC)CNc1ncnc2sccc12 (stereo unspecified)
-8% | COC1C(=O)N(C2CCN(S(=O)(=O)c3cccnc3)CC2)C12CCOCC2 (stereo unspecified)
? | CCCOc1ccc(-c2nc(N3CCN(C)CC3)c3ccccc3n2)cc1
24%[86.2 µM] | CN(Cc1ccccc1C(F)(F)F)C(=O)c1cccc(Cl)c1

# Part of the list above, with bars between the fields.
molecule | KDM5B inh
Cc1cccc(NC(CNS(=O)(=O)c2ccc(Cl)cc2)c2ccccc2)c1 (stereo unspecified) | -16%
O=C(Nc1cccc(-c2nc3cc(Cl)ccc3o2)c1)C(F)(F)F | 7%

# Additional entries follow.
KDM5B inh | Structure
? | CC(C)C(=O)NNC(=O)c1csc(CS(=O)(=O)c2ccc(Cl)cc2)n1
-1% | CCn1nc(C(=O)OCC(=O)c2ccc3c(c2)NC(=O)CO3)c2ccccc2c1=O
23% | Cc1[nH]ccc(=O)c1Cc1c(Cl)cccc1Cl
8% | COC(=O)[C@@H](Cc1cccnc1)NC(=O)[C@H]1CN(S(=O)(=O)c2ccccc2)CCN1S(C)(=O)=O
-5% | CC(NC(=O)Cc1ccc(NC(=O)N2CCCCc3ccccc32)cc1)c1ccccc1 (stereo unspecified)
-6% | Cc1cnn(CC(=O)N2C[C@@H](COCC3CC3)[C@H](c3ccccn3)C2)c1
-12% | Cc1nc(-c2ccc(Cl)cc2)n(Cc2ccccc2)c(=O)c1CCO
9% | Cc1ccc(C)c(NC(=O)c2ccc3c(=O)n(-c4ccccc4)c(=O)[nH]c3c2)c1
? | COc1cccc2[nH]c3c(N4CCC5(CC4)OCCO5)ncnc3c12
15%[86.2 µM] | COc1ccc(CNC2(Cc3cc(CC(C)C)on3)COC2)cc1

# Some of the entries so far, as tab-separated lines:
SMILES	KDM5B inh
CC(NC(=O)Cc1ccc(NC(=O)N2CCCCc3ccccc32)cc1)c1ccccc1 (stereo unspecified)	-5%
COC(=O)[C@@H](Cc1cccnc1)NC(=O)[C@H]1CN(S(=O)(=O)c2ccccc2)CCN1S(C)(=O)=O	8%
Cc1ccc(C)c(NC(=O)c2ccc3c(=O)n(-c4ccccc4)c(=O)[nH]c3c2)c1	9%
Cc1[nH]ccc(=O)c1Cc1c(Cl)cccc1Cl	23%
CCn1nc(C(=O)OCC(=O)c2ccc3c(c2)NC(=O)CO3)c2ccccc2c1=O	-1%
CC(C)C(=O)NNC(=O)c1csc(CS(=O)(=O)c2ccc(Cl)cc2)n1	?
Cc1cnn(CC(=O)N2C[C@@H](COCC3CC3)[C@H](c3ccccn3)C2)c1	-6%

# (more compounds)
KDM5B inh | Structure
-14% | CCOCCC(=O)N1CCC2(CC1)CC(c1ccccc1)C(=O)N2C (stereo unspecified)
? | Cc1cccc(OC(=O)CSc2nnc(CNC(=O)c3ccccc3)o2)c1C
-24%[86.2 µM] | COc1ccc(CNC2(Cc3cc(-c4ccc(F)cc4)on3)COC2)cc1
10% | CN(C)CCCNC(=O)/C(=C\C=C\c1ccccc1)NC(=O)c1ccc([N+](=O)[O-])cc1
-29% | Cc1ccc2cccc(NC(=O)c3ccc(C#N)cc3F)c2n1
-8% | O=S(=O)(NCCO)c1ccc2ccccc2c1
0% | CCOC(=O)c1ccc(NS(=O)(=O)c2ccc(Br)s2)cc1
10% | Cc1cnc(C2CCC2)n1CCNS(=O)(=O)c1ccccc1
? | Cc1ccc(N2NC3(CCCCC3)NC2=S)cc1
28µM* | Cn1ncc(N2CCC(CNC(=O)c3cn4cccnc4n3)C2)cc1=O (stereo unspecified)
? | Cc1csc(NC(=O)c2cc(=O)[nH]c3ccccc23)n1
-19% | CCOCC(=O)N1CCC(N2C(=O)C3(CCCCC3)C2c2ccccc2)CC1 (stereo unspecified)
? | O=C(Nc1ccc(-c2cc(C(F)(F)F)nn2-c2ccccc2)cc1)c1cccc(F)c1
-8% | Cc1ccc(Oc2c(C)nc(-c3ccccc3)[nH]c2=O)cc1
2% | Cc1ccc(Cn2c(CN(C)Cc3ccccc3)nc3c2c(=O)n(C)c(=O)n3C)cc1
-22% | O=C(COc1ccc(Cl)cc1)Nc1ccc2nc(SCC(=O)N3CCCC3)sc2c1
-13%[86.2 µM] | O=C(Nc1ccccc1)Nc1ccc([C@H]2OCC(=O)N(Cc3ccccc3)[C@@H]2CO)cc1
3% | CC(C)(/C=N/N(Cc1ccccc1)c1ccccc1)CO
-14% | CCN(CC)C(=O)Cc1n[nH]c(=O)c2ccccc12
-5% | Cc1cc(CN(C)C(=O)[C@H]2C[C@@H](C(=O)O)N(C)[C@H]2c2cccc(F)c2F)on1
40µM* | O=C(N[C@H]1CCN2C(=O)c3cc(-c4cccs4)ccc3NC(=O)[C@H]12)C1CCCC1
? | N#Cc1nc(-c2ccc(S(=O)(=O)N3CCCCCC3)cc2)oc1NCCN1CCOCC1
-15% | COc1ccc(OC)c(-c2noc(CSc3nnc(Cc4ccccc4)n3-c3cccc(C)c3)n2)c1
-13% | CCN(Cc1cccs1)C(=O)c1cccs1
-1% | Cc1ccc2c(CN3c4ccc(S(N)(=O)=O)cc4CC3C)cc(=O)oc2c1C (stereo unspecified)
17% | CCOC(=O)C1(Cc2ccccc2Cl)CCN(S(=O)(=O)c2ccccc2)CC1
18% | COCCn1c(-n2nc(C)cc2C)nc2c1c(=O)n(Cc1ccc(F)cc1)c(=O)n2C
-15% | CCC(C(=O)Nc1ccc(F)cc1F)n1nc(-c2ccccc2)c2c(c1=O)CCCC2 (stereo unspecified)
-14% | COc1ccc2c(c1)c(=O)c(C(=O)c1ccc(Cl)cc1)cn2CC(=O)Nc1ccc2c(c1)OCCO2
-2% | CC(C)(C)c1cc(C(=O)NNC(=O)c2ccc(C(F)(F)F)cc2)no1
? | Cc1noc(C)c1CN1CCc2c(n(Cc3cccnc3)n(CCc3ccccc3)c2=O)C1
10% | O=C(COc1cccc(Br)c1)Nc1ccc2[nH]ncc2c1
8% | CCn1ncc(N2CCC(NC(=O)c3ccc(C)s3)CC2)cc1=O
-8% | O=C(CC1CNCCO1)N1CCN(C(=O)c2ccccc2)CC1 (stereo unspecified)
-5% | Fc1ccc(CNC(=S)Nc2ccc(Nc3ccccc3)cc2)cc1
? | Cc1cccc(OC[C@H]2C[C@@H](N)[C@H](O)[C@@H]2O)n1
12% | CCCCn1nc(C(=O)Nc2nc(-c3cc(F)ccc3F)cs2)c2ccccc2c1=O
-2% | Nc1nc(NCCc2ccc(F)cc2)c2[nH]cnc2n1
1% | CC(C)c1ccc(NC(=O)CSc2nc3ncc(Cl)cc3[nH]2)cc1
11% | Cc1cc(C)n(CC(=O)NNC(=O)COc2ccc(Cl)cc2Cl)n1
27% | CC(C)(C)C(=O)Nc1nnc(SCC(=O)NC2CCCCC2)s1
2% | O=C(NC1(C(F)(F)F)C(=O)Nc2c1c(=O)[nH]c(=O)n2CCc1ccccc1)c1ccc(Cl)cc1 (stereo unspecified)
22% | c1cnc2cc(-c3nc(C4CCOC4)no3)ccc2n1 (stereo unspecified)
6% | CN(C)[C@@H]1CN(C(=O)c2ccoc2)CC[C@@H]1CO
? | Cc1ccc(NC(=O)c2nc3ccccc3nc2N2CCN(C)CC2)cc1Cl
5%[86.2 µM] | O=C(C1CCCCC1)N1C[C@@H]2OCC(=O)N(Cc3ccccn3)[C@@H]2C1
? | CCc1ccc(-n2c(N3CCN(c4cccc(C)c4C)CC3)nc3ccccc3c2=O)cc1
28µM* | Cc1ccc(C)c(N2CCN(C(=O)c3noc(-c4ccc[nH]c4=O)n3)CC2)c1
-18% | O=C(c1cc(Br)c[nH]1)N1CCCCC1
? | CCc1ccc(NC(=O)CSC2=Nc3ccccc3C3=NC(CCC(=O)NCc4cccs4)C(=O)N23)cc1 (stereo unspecified)

# (listing goes on)
KDM5B inh | Structure
31%[activator] | O[C@@H]1CN(Cc2ccc(-c3ccn[nH]3)o2)CC[C@H]1c1ccc2c(c1)OCO2
14%[86.2 µM] | CN(C(=O)c1ccccc1)C1CCCc2ccccc21 (stereo unspecified)
20% | Cc1ccc(N2CCN(C(=O)NCc3noc4ccccc34)CC2C)cc1 (stereo unspecified)
2% | Cc1ccc2nc(/C(C#N)=C/c3cc(Br)c(O)c(Br)c3)[nH]c2c1
29% | O=C(CCCCl)NC(=S)Nc1ccc(N2CCOCC2)cc1
? | O=C(NCc1ccco1)c1ccc(Cn2c(SCc3ccccc3)nc3cccnc32)cc1
? | CCNc1oc(-c2ccc(COc3ccc(Cl)cc3)o2)nc1C#N
-10% | CCOc1ccc(C(=O)NC2CCN(c3cc(-c4ccc(OC)cc4)[nH]n3)C2)cc1OCC (stereo unspecified)
-17% | Cc1cc(OCc2nc3c(C)cccc3[nH]2)ccc1Cl
12% | COC(=O)c1c(NC(=O)c2ccc(S(=O)(=O)N3CCC(C)CC3)cc2)sc2c1CCN(C)C2

# Look-ups from the entries so far:
# Result of O=C(CC1CNCCO1)N1CCN(C(=O)c2ccccc2)CC1 (stereo unspecified) under KDM5B inh: -8%
# Result of CCN(Cc1cccs1)C(=O)c1cccs1 under KDM5B inh: -13%
# Result of CCn1ncc(N2CCC(NC(=O)c3ccc(C)s3)CC2)cc1=O under KDM5B inh: 8%

# Next part.
KDM5B inh | Structure
-10% | CCCn1c(SCc2nc3ccccc3o2)nc2ccccc2c1=O
-20% | O=C(Nc1ccc(O)cc1)c1cc(-c2ccco2)nc2ccccc12
? | NC(=O)c1cccc(-c2cc3c(cn2)CN(CCc2ccccc2)CCN3)c1
5% | CCCC(NC(=O)c1ccc(Cl)nc1)c1ccccc1 (stereo unspecified)
3% | O=C(Cn1cnc2ccccc2c1=O)OCC(=O)c1ccc2c(c1)OCCO2
2% | COCCCN1CCCC2(CCN(C(=O)NCc3cccc(F)c3)C2)C1=O (stereo unspecified)
-3% | O=C(Nc1nc2ccccc2[nH]1)c1cccc(F)c1
-13% | O=C(c1ccc(Cl)nc1)N1CCc2nc(-c3ccc(Cl)cc3)nc(-c3ccccc3)c2C1
7%[86.2 µM] | COCC(=O)Nc1ccc([C@H]2OCC(=O)N(Cc3ccccc3)[C@@H]2CO)cc1
9% | CCOC(=O)c1ccc(S(=O)(=O)Nc2ccccc2-c2nnc3n2CCCCC3)cc1
17% | Cc1noc(C(C)Nc2ccc(N3CCCC3=O)c(Cl)c2)n1 (stereo unspecified)
16% | Cc1noc([C@@H]2CN(Cc3ccccc3)C[C@H]2CO)n1
-9% | O=C(NCc1cccnc1)C1CN(S(=O)(=O)C2CC2)CC12CCCCC2 (stereo unspecified)
5% | O=C(NCc1ccncc1)/C(=C/c1cccc([N+](=O)[O-])c1)NC(=O)c1ccccc1
24% | CN(Cc1ccccc1N1CCOCC1)C(=O)c1ccc2c(c1)S(=O)(=O)c1ccccc1C2=O
12% | COc1cc(C2CC(=O)Nc3c2c(C)nn3-c2ccc3nncn3n2)cc(OC)c1OC (stereo unspecified)
-18% | CCCCN(CC)C(=O)C1CCC(CNS(=O)(=O)c2cccc3nsnc23)CC1 (stereo unspecified)
